# PERK inhibitor – blocks human PERK kinase | inhibition, % at 5.6 µM | CHO PERK-DD fusion, SEAP luminescence translation reporter | 220,000 compounds, 0.17% hits | Q9NZJ5;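 active = inhibition above the mean inhibition of all tested compounds plus 3 SD, set separately per screening campaign, cut at about 2.9% in these data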;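 note: PERK kinase domain activated by AP20187 dimerizer at 100 nM; 0% = DMSO with dimerizer and 100% = rapamycin at 8.4 µM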
# thrombin 1536 – thrombin (human) inhibition | P00734 | alpha-thrombin, Boc-VPR-AMC fluorogenic substrate cleavage | inhibition, % at 5 µM | 220,000 compounds, 0.26% hits | AID 1046;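 active = inhibition at or above 40%; inactive = inhibition below 40%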;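 note: 0% = enzyme with no compound and 100% = wells without enzyme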
#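 Material: human alpha-thrombin protein; Also added: Boc-VPR-AMC substrate, 15 µM final; Timing: enzyme reaction carried out at room temperature; Signal: fluorescence, ex 355 nm, em 460 nm; Measure: % inhibition of thrombin; Controls: enzyme without compound as high, wells lacking enzyme as low.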
# Wee1 degr inh – blocks degradation of human Wee1 kinase; HeLa Luc-Wee1K328M stability, luciferase luminescence; 100% = proteasome inhibitor MG132 effect; reporter increase, % at 5 µM; 220,000 compounds, 1.2% hits;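 active = activation above the mean of all tested compounds plus 3 SD, set per screening run, cut at about 8.8% in these data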;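 note: cells exposed to compound for 20 h before luminescence read; 0% = DMSO alone and 100% = MG132 at 30 µM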
# Furin inhibitor – human furin inhibition; inhibition, % at 30 µM; 220,000 compounds, 0.061% hits; purified furin, fluorogenic substrate cleavage; AID 463115; in the data active = inhibition above about 25%; note: inactives centre near -15
# Target sequence (P09958 108-714 limits assumed): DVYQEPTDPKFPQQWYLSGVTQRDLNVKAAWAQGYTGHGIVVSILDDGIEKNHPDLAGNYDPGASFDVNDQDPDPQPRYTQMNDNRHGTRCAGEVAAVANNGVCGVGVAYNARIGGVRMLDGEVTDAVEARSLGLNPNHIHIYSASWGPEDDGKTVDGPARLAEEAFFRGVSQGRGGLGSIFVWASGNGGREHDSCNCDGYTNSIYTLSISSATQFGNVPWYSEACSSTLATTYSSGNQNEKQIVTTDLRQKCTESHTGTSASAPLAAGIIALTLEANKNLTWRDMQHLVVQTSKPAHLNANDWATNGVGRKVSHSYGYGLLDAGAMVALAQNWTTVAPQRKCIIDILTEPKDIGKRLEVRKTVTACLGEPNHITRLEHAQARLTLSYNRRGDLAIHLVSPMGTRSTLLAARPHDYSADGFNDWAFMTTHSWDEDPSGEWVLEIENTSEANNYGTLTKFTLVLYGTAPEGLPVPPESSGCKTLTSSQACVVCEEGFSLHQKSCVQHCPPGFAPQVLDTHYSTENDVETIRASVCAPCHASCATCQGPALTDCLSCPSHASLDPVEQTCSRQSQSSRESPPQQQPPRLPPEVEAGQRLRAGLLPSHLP
# p97 ATPase inh – blocks human p97 ATPase activity | recombinant p97 ATPase, Kinase-Glo ATP luminescence, 3 h | inhibition, % at 8 µM | P55072 | 220,000 compounds, 0.42% hits; in the data active = inhibition above about 15%;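 note: 0% = DMSO vehicle and 100% = wells lacking enzyme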
# hK5 inh – inhibitors of human kallikrein 5; Q9Y337; recombinant hK5, fluorogenic AMC substrate cleavage; inhibition, % at 5 µM; 210,000 compounds, 0.59% hits;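 active = inhibition of 40% or more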;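 note: 0% = enzyme controls without compound and 100% = no-enzyme blanks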
# Target sequence (Q9Y337 67-293 limits assumed): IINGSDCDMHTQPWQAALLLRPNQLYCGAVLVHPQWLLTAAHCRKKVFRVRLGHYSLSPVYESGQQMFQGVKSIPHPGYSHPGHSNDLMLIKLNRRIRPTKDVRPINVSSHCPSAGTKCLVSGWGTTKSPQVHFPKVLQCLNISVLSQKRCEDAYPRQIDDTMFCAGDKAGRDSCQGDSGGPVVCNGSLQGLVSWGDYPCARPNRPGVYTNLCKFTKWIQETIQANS
# FXIa inh 1536 – blocks human coagulation factor XIa protease activity. P03951. purified FXIa, Boc-Glu-Ala-Arg-AMC fluorogenic substrate. inhibition, % at 5 µM. 220,000 compounds, 0.14% hits;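 active = inhibition of at least 40%; inactive = inhibition below 40%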;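 note: fluorescence of freed AMC excited at 355 nm; 0% = enzyme without compound and 100% = no enzyme blank; many of its hits are not listed in these tables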
# FXIIa inh – inhibitors of human coagulation factor XIIa | AID 800 | inhibition, % at 5 µM | P00748 | purified FXIIa, Boc-QGR-AMC fluorogenic substrate, 2 h | 220,000 compounds, 0.3% hits; in the data active = inhibition above about 40%;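 note: 0% = enzyme with no compound and 100% = blank without enzyme; many of its hits are not listed in these tables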
# Cl transport mod – modulators of human KCC2 chloride dependent transport; Q9H2X9; KCC2 cells, thallium flux FluoZin-2 fluorescence; B-score of Tl+ flux slope (higher = more flux/activation; lower = inhibition) at 10 µM; 190,000 compounds, 2.2% hits; AID 1456;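 active = thallium flux slope and its plate-corrected score both differing from the plate sample mean at a set confidence after two filtering rounds, in either direction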;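 note: slope of fluorescence scaled to starting intensity during 10 to 20 s after thallium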
# The depositor's hits bear a star; · = not tested or not shown; [ ] = remark or other dose.
1: C=CCN1C(C(=O)c2ccccc2)=C(OC(=O)COc2ccccc2)c2ccccc2S1(=O)=O
2: CCc1c(C(=O)Nc2cc(C)cc(C)c2)[nH]c(C)c1C(C)=O
3: Cc1ccc(N2C(=O)CC(Nc3cccc4ccccc34)C2=O)cc1 (centres undefined)
4: Cc1cccc(NC(=O)Nc2cnccn2)c1
5: O=C(NCCc1ccncc1)Nc1cccc(Cl)c1
6: Cc1ccc(S(=O)(=O)C(C#N)c2nc3ccccc3nc2N2CCN(C)CC2)cc1C (centres undefined)
7: Cc1ccc(C)c(-n2c(SCC(=O)NCC3CCCO3)nnc2-c2ccoc2C)c1 (centres undefined)
8: C[N+](C)(C)CCN1C(=O)CSC1=O
9: COc1ccccc1OCCOc1ccc(C(=O)c2ccccc2)cc1
10: CC(=O)c1cc(O)c2ccccc2c1O

entry no.	1	2	3	4	5	6	7	8	9	10
PERK inhibitor	-0.2	-1.8	-0.2	-0.1	0.7	-0.2	-0.5	1.2	-0.3	-0.4
thrombin 1536	-4	-2	-2	-5	1	-5	15	7	0	1
Wee1 degr inh	-3	0	-2	0	-2	0	2	0	-1	-1
Furin inhibitor	-7	-5[20 µM]	-23	-8	-10[20 µM]	-9[20 µM]	-24	-3	1	-20
p97 ATPase inh	-2	-5	0	-5	4	-1	-1	8	-12	6
hK5 inh	-12	-5	0	0	-10	-3	-21	8	-18	-23
FXIa inh 1536	-2	-5	0	-2	2	-4	8	6	14	-2
FXIIa inh	5	8	7	·	13	11	13	8	10	4
Cl transport mod	-0.095	·	0.63	-0.28	·	0.12	-1.4	0.45	1	-1.3

11: CCOC(=O)COc1cnc2ccccc2n1
12: COc1cccc(NC(=O)c2nn(-c3ccc(OC)cc3OC)c(=O)c3ccccc23)c1
13: NC(=O)C(F)(F)C12OC3C4C5CC(C6C5C3C61)C42 (centres undefined)
14: Cc1ccc(C(=O)Oc2ccccc2N2C(=O)C3C4CCC(C4)C3C2=O)cc1 (centres undefined)
15: COc1ccc2nc(N3C(=O)CC(C(C)c4ccccc4)C3=O)sc2c1 (centres undefined)
16: O=C(Nc1ccc2c(c1)C(=O)N(c1ccccc1)C2=O)C1CCCO1 (centres undefined)
17: COc1cccc(OC)c1C(=O)N1CCN(Cc2ccccc2C(F)(F)F)CC1
18: CN1/C(=C/C(=O)c2cccs2)Sc2ccccc21
19: CC1CC(=O)N(c2ccc(N(C)Cc3ccccc3)c([N+](=O)[O-])c2)C1=O (centres undefined)
20: Cc1ccc(-c2nnc(N3CCCCC3)c3ccccc23)cc1S(=O)(=O)N1CCN(C)CC1

entry no.	11	12	13	14	15	16	17	18	19	20
PERK inhibitor	1.2	0.0	0.5	-0.2	1.0	0.1	-0.6	-0.1	2.1	-1.3
thrombin 1536	0	-1	-6	-7	-14	4	3	-1	6	4
Wee1 degr inh	-1	2	-1	2	0	1	-1	4	0	2
Furin inhibitor	-23	-6	-13	-23	-17	-26[20 µM]	-18	-6[20 µM]	-22	-11
p97 ATPase inh	5	1	-1	-1	9	1	1	-4	0	-7
hK5 inh	-2	-5	-23	-15	-6	-7	3	-7	5	5
FXIa inh 1536	-1	-5	4	4	3	7	6	-3	-1	8
FXIIa inh	4	0	10	10	8	16	18	4	10	7
Cl transport mod	1.6	1.4	0.43	-0.087	-1.9	·	-0.25	·	-0.98	-3.6

21: O=C(COc1ccccc1)NNc1nc2ccccc2s1
22: CCCC(C)NC(=O)c1ccc(OCc2ccc(Cl)cc2)c(OC)c1 (centres undefined)
23: CSc1ccccc1C(=O)Nc1cccc(C)c1
24: CCOC(=O)C1(Cc2cccc(OC)c2)CCN(Cc2ccc(C)s2)CC1
25: Cc1noc(C)c1C(=O)OCC(=O)c1c(N)n(CC(C)C)c(=O)n(C)c1=O
26: O=C(Nc1ccccn1)c1cccs1
27: CCn1c(CNc2nc(-c3ccccc3)cs2)nnc1SCC(=O)NCc1ccccc1
28: c1ccc2c(CSc3ncnc4nc[nH]c34)cccc2c1
29: CC(=O)Nc1ccc(NC(=O)C(C)OC(=O)CN(C)S(=O)(=O)c2ccc(Cl)cc2)cc1 (centres undefined)
30: O=C(NNC1=C(C(=O)C(F)(F)F)CCC1)c1ccccc1O

entry no.	21	22	23	24	25	26	27	28	29	30
PERK inhibitor	0.3	-1.7	0.7	0.0	-0.9	1.9	-0.1	0.4	1.0	2.8
thrombin 1536	-5	-8	-4	-5	4	-5	3	-6	1	3
Wee1 degr inh	-1	-2	0	-2	-3	-1	-1	4	0	2
Furin inhibitor	-25	-21	-3[20 µM]	-21	-30	-19[20 µM]	-9[20 µM]	-19	-19[20 µM]	-18[20 µM]
p97 ATPase inh	6	-8	-7	-4	6	-4	-8	10	2	-3
hK5 inh	-25	-7	4	·	3	1	-7	-4	16	-67
FXIa inh 1536	-5	-10	-2	-3	2	8	6	-2	4	2
FXIIa inh	8	1	10	6	13	-7	12	5	11	12
Cl transport mod	-0.34	-1	·	0.13	0.39	0.39	-2.1	-1.2	-0.24	-1.9

# 3 entries from above, sorted by the number in FXIa inh 1536, high to low:
27: CCn1c(CNc2nc(-c3ccccc3)cs2)nnc1SCC(=O)NCc1ccccc1
23: CSc1ccccc1C(=O)Nc1cccc(C)c1
22: CCCC(C)NC(=O)c1ccc(OCc2ccc(Cl)cc2)c(OC)c1 (centres undefined)

entry no.	27	23	22
PERK inhibitor	-0.1	0.7	-1.7
thrombin 1536	3	-4	-8
Wee1 degr inh	-1	0	-2
Furin inhibitor	-9[20 µM]	-3[20 µM]	-21
p97 ATPase inh	-8	-7	-8
hK5 inh	-7	4	-7
FXIa inh 1536	6	-2	-10
FXIIa inh	12	10	1
Cl transport mod	-2.1	·	-1

# Single values from the entries so far.
# Cl transport mod with O=C(Nc1ccccn1)c1cccs1 = 0.39
# hK5 inh with CC(=O)Nc1ccc(NC(=O)C(C)OC(=O)CN(C)S(=O)(=O)c2ccc(Cl)cc2)cc1 (centres undefined) = 16
# p97 ATPase inh with O=C(COc1ccccc1)NNc1nc2ccccc2s1 = 6

# The list goes on.
31: Cc1cc(C=C2C(=O)c3ccccc3C2=O)c(C)n1-c1ccccc1
32: CCCNC(=O)NC(=O)CSc1ccc(C)cc1C
33: CCN1CCN(Cc2c(O)ccc3c(=O)c(-c4ccc(OC)c(OC)c4)c(C(F)(F)F)oc23)CC1
34: COC(=O)C1CCN(c2cc(Cl)nc(N)n2)CC1
35: COc1cc(-c2nc(=S)[nH][nH]2)cc(OC)c1OC
36: Cc1ccc(S(=O)(=O)NNC(=S)Nc2ccccc2)cc1
37: CC(C)Nc1nc(-c2ccncc2)nc(-c2ccc(Cl)cc2)c1C#N
38: O=C(CCn1c(=O)[nH]c2ccccc2c1=O)N1CCN(c2ccc(Cl)cc2)CC1
39: O=C(CSCc1cccc(F)c1)NCc1ccccc1
40: FC(F)(F)c1cccc(Cc2noc(CN3CCC(N4CCCCC4)CC3)n2)c1

entry no.	31	32	33	34	35	36	37	38	39	40
PERK inhibitor	0.1	0.2	-1.0	1.1	1.0	1.0	0.9	-1.1	0.1	0.0
thrombin 1536	5	-23	1	1	-6	-5	2	-6	4	-11
Wee1 degr inh	-3	2	-1	0	-4	4	-1	-1	1	-4
Furin inhibitor	-7[20 µM]	-21	3	-19	-24	-24[20 µM]	-18	-20	-21	-22
p97 ATPase inh	-2	-2	-3	3	5	4	2	5	-1	-4
hK5 inh	2	-5	5	3	-6	3	5	-10	0	-1
FXIa inh 1536	8	-10	-4	-4	1	-28	6	-7	3	-4
FXIIa inh	7	4	4	11	7	4	10	-4	5	9
Cl transport mod	·	-0.35	-0.0049	0.41	0.2	0.72	-1.5	0.3	-0.17	0.42

41: COc1ccc(S(=O)(=O)N2CCOCC2)cc1NC(=O)Cn1nnc2ccccc2c1=O
42: COc1ccc(S(=O)(=O)N(C)c2ccc(C(=O)NCCC(C)C)cc2)cc1
43: c1ccc2c(c1)nc(NC1CCCCC1)c1nncn12
44: O=C(NCCCn1ccnc1)/C(=C/c1cccs1)NC(=O)c1ccco1
45: CCOc1ccc2nc(SCC(=O)N3CCCc4ccccc43)sc2c1
46: COc1cc(CSc2nnnn2-c2ccc(C)cc2)cc(OC)c1OC
47: COc1ccc(C(=O)COC(=O)CNS(=O)(=O)c2ccc(C)cc2)cc1
48: CCNc1ccc(C(=O)OCC(=O)NCc2ccc(C)cc2)cc1[N+](=O)[O-]
49: CC(C)CCNS(=O)(=O)c1ccc(-c2ccc(S(=O)(=O)NCCC(C)C)cc2)cc1
50: CC(=O)NC(=C(Cl)Cl)S(=O)(=O)c1ccccc1

entry no.	41	42	43	44	45	46	47	48	49	50
PERK inhibitor	0.2	-0.1	-1.0	1.0	0.0	-0.5	0.8	1.3	0.2	-0.6
thrombin 1536	39	-1	-8	-12	1	6	5	-12	-12	1
Wee1 degr inh	8	4	-1	-1	2	4	-1	-3	-1	0
Furin inhibitor	-17	-24[20 µM]	-15	-13	-8	-13	-18	-14	-25[20 µM]	-11
p97 ATPase inh	-3	1	-2	8	-9	-2	1	4	5	-1
hK5 inh	1	5	-7	-1	-7	2	-7	-10	-35	-11
FXIa inh 1536	3	-14	-3	-3	15	2	-2	-7	5	7
FXIIa inh	8	14	5	3	8	13	6	0	5	13
Cl transport mod	0.71	·	-0.85	0.14	0.054	-0.7	0.2	-0.71	·	-0.033

51: CCOC(=O)C1CCCN(C(=O)c2cn(C)c3ccc(S(=O)(=O)N(C)C)cc3c2=O)C1 (centres undefined)
52: CC(C)(Oc1ccc(Br)cc1)C(=O)N1CCc2ccccc21
53: N#Cc1c(SCC(=O)O)nc(N2CCCCC2)c2c1CCCC2
54: CCn1nc(C)c(NC(=O)c2cc(Br)ccc2Cl)c1C
55: Cc1cc2cc(C(c3nnnn3C(C)(C)C)N(Cc3ccco3)CC3CCCO3)c(=O)[nH]c2cc1C (centres undefined)
56: COc1ccc(N/C=C2/CCCCC2=O)cc1
57: Cc1ccc2nc(NCCC(=O)O)nc(-c3ccccc3)c2c1
58: O=c1[nH]c(Cc2ccccn2)nc2scc(-c3ccccc3Cl)c12
59: c1ccc2c(Nc3ccc4c(c3)OCCO4)c3c(nc2c1)CCCC3
60: CCOc1ccc(NC(=S)N(CCc2c(C)[nH]c3ccccc23)Cc2ccco2)cc1
61: O=C(c1ccc(Cl)c(S(=O)(=O)N2CCCCCC2)c1)N1CCN(CCO)CC1
62: COCCCN(CC(=O)O)S(=O)(=O)c1ccccc1

entry no.	51	52	53	54	55	56	57	58	59	60	61	62
PERK inhibitor	1.9	0.1	-0.2	-0.1	0.7	0.4	1.0	-0.5	1.8	0.0	0.3	1.2
thrombin 1536	-3	-2	-3	-1	4	-3	-8	-1	2	2	-1	4
Wee1 degr inh	0	-3	3	2	3	-1	-3	-2	-4	3	1	3
Furin inhibitor	-9	-19[20 µM]	-21[20 µM]	-20	-29[20 µM]	-14[20 µM]	-20	-13	12	-19	-9[20 µM]	-23
p97 ATPase inh	-6	-2	0	7	0	2	2	3	5	6	-4	3
hK5 inh	-2	-1	0	-19	-11	-16	-4	-12	·	-5	-10	18
FXIa inh 1536	2	-1	1	-4	6	1	-4	-5	3	6	5	2
FXIIa inh	11	12	8	5	19	17	3	-2	6	10	11	7
Cl transport mod	0.078	0.5	-3.2*	1.5	-0.018	·	-0.029	-0.64	-0.76	0.58	·	0.43

# Screening data: PubChem BioAssay, several laboratories
